Platelet DG rel: platelet dense granule release activity; human platelet-rich plasma, SFLLRN dense granule ATP release, luminescence; inhibition, %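 (compounds screened at 7.5 µM in platelet-rich plasma)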; hit rate 0.22% among 300,000; AID 1663;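 active = mean replicate score, as percent of positive control, at or above 50; inconclusive = mean below 50 but at least one replicate at or above 50; inactive = mean and every replicate below 50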
HSF1 activator: increases HSF-1 driven luciferase reporter signal; hit rate 1.7% among 300,000; NIH3T3-HGL HSF-1 luciferase reporter, MG132, 8 h; 100% = twice DMSO control signal; activation, % at 9 µM;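 active = mean replicate activation of at least 50% with a set share of replicates each reaching 50%; inconclusive = only one of those two conditions met; inactive = mean below 50% and too few replicates reaching it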;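 also: 0% = median of the neutral control wells and 100% = twice that signal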
DYRK1A inh: blocks rat Dyrk1A kinase activity; ADP-Glo luminescence, NFATc1 peptide; hit rate 0.43% among 310,000; Q63470; AID 504441; inhibition, % at 12.5 µM; in the data active = inhibition above about 50%;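 also: plate controls were vehicle with enzyme for no effect and no enzyme for full effect; many of its hits are not listed in these tables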
GSK3beta inhib: human GSK3beta kinase inhibition; GST-GSK3beta kinase, ADP-Glo luminescence, 60 min; stronger effect = lower value; activity score (negative = inhibition), % at 10 µM; hit rate 0.038% among 300,000; AID 2097;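 active = more than half of replicate wells score below -50%, meaning over 50% inhibition versus plate controls; inconclusive = some replicates but at most half score below -50%; inactive = no replicate scores below -50%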;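 also: 0% = median DMSO wells and -100% = median GW8510 positive control wells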
Target sequence (P49841 whole entry, looked up): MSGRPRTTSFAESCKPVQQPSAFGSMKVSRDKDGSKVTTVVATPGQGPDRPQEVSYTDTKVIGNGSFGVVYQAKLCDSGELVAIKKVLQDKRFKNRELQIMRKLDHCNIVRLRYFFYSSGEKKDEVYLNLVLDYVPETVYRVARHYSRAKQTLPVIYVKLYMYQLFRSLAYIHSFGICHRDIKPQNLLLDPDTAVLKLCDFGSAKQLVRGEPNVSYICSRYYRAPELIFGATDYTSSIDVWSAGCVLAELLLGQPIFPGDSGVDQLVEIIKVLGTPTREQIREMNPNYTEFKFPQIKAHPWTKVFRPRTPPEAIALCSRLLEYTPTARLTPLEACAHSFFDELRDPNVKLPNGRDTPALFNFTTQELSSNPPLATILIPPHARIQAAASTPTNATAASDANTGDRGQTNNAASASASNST
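Assay system: GST-tagged human GSK3beta kinase, cell-free; Input: 1.6 ng GSK3beta; Medium: Tris/MgCl2 kinase buffer; Timing: 60 min enzyme reaction, room temperature; Signal: ADP-Glo luminescence quantifying ADP generated by kinase; Evaluation: score relative to plate controls; Benchmarks: DMSO neutral wells and GW8510 at 20 µM as positive.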
GSK3 alpha inh: blocks human GSK-3 alpha kinase | ADP-Glo luminescence, 60 min | inhibition, % at 10 µM | hit rate 0.1% among 320,000;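 in the data active = inhibition above about 50%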;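 also: GST-tagged GSK-3 alpha with peptide substrate and 25 µM ATP; 0% = DMSO neutral wells and 100% = GW8510 positive control wells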
Target sequence (P49840 whole entry, looked up): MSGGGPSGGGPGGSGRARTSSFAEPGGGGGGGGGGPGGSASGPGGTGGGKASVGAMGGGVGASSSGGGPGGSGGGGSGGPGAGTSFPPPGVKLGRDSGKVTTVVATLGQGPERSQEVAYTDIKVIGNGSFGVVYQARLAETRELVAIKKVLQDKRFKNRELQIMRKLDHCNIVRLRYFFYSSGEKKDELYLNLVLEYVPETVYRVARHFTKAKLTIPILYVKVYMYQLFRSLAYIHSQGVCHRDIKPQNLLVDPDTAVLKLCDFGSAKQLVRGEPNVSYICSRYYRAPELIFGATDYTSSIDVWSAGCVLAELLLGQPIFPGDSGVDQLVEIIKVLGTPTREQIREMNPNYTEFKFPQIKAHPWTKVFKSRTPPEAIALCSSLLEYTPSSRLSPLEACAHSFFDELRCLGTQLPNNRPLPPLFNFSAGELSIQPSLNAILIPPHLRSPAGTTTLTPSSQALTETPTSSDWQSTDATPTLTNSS
HSP90 inh: inhibitors of HSP90 luciferase refolding in rabbit reticulocyte lysate; luciferase refolding luminescence, 3 h; inhibition, % at 5.6 µM; hit rate 0.91% among 290,000;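 active = inhibition above the screen-wide mean plus 3 SD, computed separately per campaign, cut at about 16% in these data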;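 also: 0% = DMSO wells and 100% = 60 µM geldanamycin wells; inhibitors lower the luminescence because luciferase stays unfolded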
aSyn 5UTR inh: 5' untranslated region of α-synuclein, MLPCN primary screen | alpha-synuclein 5'UTR reporter, inhibitor activity | inhibition, % (tested at 7.5 µM) | AID 1813 | hit rate 0.82% among 300,000; in the data active = inhibition above about 60%; inconclusive = no clear call, values can overlap the other calls;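 also: H4 neuroglioblastoma cells stably carrying SNCA 5'UTR luciferase fusion; 0% = DMSO wells and 100% = positive control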
KLF5 inh: inhibitors of KLF5 expression | DLD-1 KLF5 promoter-luciferase reporter, luminescence | inhibition, % at 5 µM | hit rate 0.23% among 290,000;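 active = inhibition above a per-plate limit of that plate's mean compound inhibition plus 3 SD, cut at about 60% in these data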;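 also: 0% = DMSO wells and 100% = LY294002 at 200 µM; higher means less KLF5 promoter-driven luciferase light; inactives centre near -14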
IEC-6 tox: IEC-6 cytotoxicity, counter-screen for KLF5 inhibitors; luminescence viability; inhibition, % at 5 µM; hit rate 0.78% among 290,000; in the data active = inhibition above about 22%;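 also: 0% = plate median of test compound wells and 100% = cytotoxic reference compound wells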
HSF1 inhib: HSF1 inhibition | NIH3T3-HGL HSE-luciferase, MG132-induced, luminescence 8 h; stronger effect = lower value | activity change, negative = inhibition, % at 7.5 µM (by protocol) | hit rate 0.77% among 300,000;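 active = more than half of replicate wells show activity change below -50%, luminescence cut by over half; inconclusive = some wells, but at most half, below -50%; inactive = no replicate well below -50%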;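 also: luciferase reports HSF-1 transcriptional activity via heat shock element; 0% = median of DMSO wells and -100% = zero luminescence signal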
Active calls of the source: *; u = inconclusive; x = no result given. Only part of the results is shown (hit frequency here may not be typical).

1. C/C(=N\NC(=O)c1csc2ccccc12)c1ccc(O)cc1
2. CC(C(=O)N(C)C1CCS(=O)(=O)C1)N1C(=O)/C(=C/c2ccco2)SC1=S (centres undefined)
3. Cc1ccc(Nc2nc(N)nc(CSCCO)n2)cc1
4. CCN(CC)c1c2c(c(C#N)c3nc4ccccc4n13)CCC2
5. CCCOc1ccc(-c2nnc(N)s2)cc1
6. Fc1ccccc1N1CCN(CC2CCCCC2)CC1
7. N#Cc1cnn2c3c(cnc12)C(=O)N1CCc2ccccc2C1C3 (centres undefined)
8. Cc1[nH]c(=S)c(C#N)c(C)c1Cc1ccc(Cl)cc1Cl

compound no.,1,2,3,4,5,6,7,8
Platelet DG rel,3,0,-1,1,-4,1,-5,-2
HSF1 activator,20,1,6,-9,18,-17,-7,6
DYRK1A inh,3,x,-2,4,0,2,0,9
GSK3beta inhib,1,0,3,0,2,1,-3,0
GSK3 alpha inh,3,-3,-8,-3,-5,8,0,-1
HSP90 inh,0,0,-1,1,0,-3,-1,-2
aSyn 5UTR inh,-4,-30,-112,16,-136,-6,-22,12
KLF5 inh,-43,-8,-81,-23,-53,-19,-20,-7
IEC-6 tox,0,-10,-2,-3,3,-4,2,-5
HSF1 inhib,4,0,13,-5,12,-6,-1,-2

9. CCOC(=O)C1CCCN(C(=O)CCn2nc(-c3ccccc3)ccc2=O)C1 (centres undefined)
10. Cc1ccc(C(=O)NC2CCCc3c2cnn3-c2ccc(F)cc2F)cn1 (centres undefined)
11. COc1cccc(CNC(=O)CCC2CCCN(Cc3cc4ccccc4o3)C2)c1 (centres undefined)
12. Cn1c(=O)[nH]c(=O)c2c1nc(CN1CCOCC1)n2Cc1ccccc1
13. COc1ccc(CCNCC(C)c2ccccc2)cc1 (centres undefined)
14. O=C(Cn1c(NCCCO)nc2ccccc21)c1ccc(Cl)cc1
15. Cn1c(SCC(=O)N2CCCCCC2)nnc1-c1ccco1
16. O=C(Nc1cccc2ccccc12)c1ccc([N+](=O)[O-])cc1

compound no.,9,10,11,12,13,14,15,16
Platelet DG rel,-3,-2,1,8,4,-8,-3,-6
HSF1 activator,5,-15,19,-11,12,0,-10,20
DYRK1A inh,4,3,-3,4,-2,2,5,x
GSK3beta inhib,3,1,2,1,-5,-1,2,0
GSK3 alpha inh,3,1,-1,3,-4,-1,-1,-3
HSP90 inh,4,2,6,0,-6,-1,2,-1
aSyn 5UTR inh,2,-5,-7,17,8,8,19,-40
KLF5 inh,9,48,-1,0,-33,-26,-25,-27
IEC-6 tox,-1,14,-2,-3,-6,-3,-5,3
HSF1 inhib,-2,-6,0,-4,-3,-1,-7,7

17. Cc1cc(SC(C)C(=O)O)nc2ccccc12 (centres undefined)
18. CCCCNC(=O)C1CC(c2c(Cl)cccc2Cl)=NO1 (centres undefined)
19. COc1ccc(CNC(=O)CN(C(=O)Cn2nnc(-c3ccccc3F)n2)c2ccc(C)cc2)cc1
20. CC1(C)Cc2c(c(N3CCOCC3)nc3sc4c(NCc5ccccc5)nnnc4c23)CS1
21. COc1ccc(OC)c(S(=O)(=O)Nc2c(C)n(C)n(-c3ccccc3)c2=O)c1
22. O=C(CCN1C(=O)c2ccncc2C1=O)Nc1cc(F)ccc1F
23. CC(CCc1ccco1)NC(=O)c1cccc2c1C(=O)N(C1CCCCC1)C2 (centres undefined)
24. CCCN(CCC)CCNC(=O)CS(=O)Cc1nc(-c2ccc(C)cc2)oc1C (centres undefined)

compound no.,17,18,19,20,21,22,23,24
Platelet DG rel,1,0,-5,-5,0,2,-3,11
HSF1 activator,4,-11,1,1,-12,-6,-4,-12
DYRK1A inh,13,-2,-21,4,8,-5,-3,-6
GSK3beta inhib,6,0,1,5,x,1,0,0
GSK3 alpha inh,-7,-2,-2,-2,-1,-1,2,0
HSP90 inh,0,-2,4,2,-1,-1,-4,7
aSyn 5UTR inh,1,8,6,68*,11,10,4,-7
KLF5 inh,-13,1,2,-22,-11,-49,2,-30
IEC-6 tox,1,-9,6,-4,-4,-3,-3,-1
HSF1 inhib,-1,1,6,0,-19,2,-6,-1

25. CCOC(=O)Cc1csc(NC(=O)CSc2ccc(Br)cc2)n1
26. O=C(CCC(=O)NC1CCCCC1)NCc1ccc(F)cc1
27. O=C(NCc1cccnc1)NC(=O)c1ccc(Cl)cc1
28. C/C=N/NC(=O)CCCC(=O)N/N=C/C
29. CCCc1nc2ccccc2c(NC(=O)CN(CC)CC)c1CC
30. O=C(Nc1cccc(-n2cnnn2)c1)c1cc2ccccc2o1
31. CN(C)S(=O)(=O)c1ccc(Cl)c(NC(=O)CN2C(=O)NC(C)(C3CC3)C2=O)c1 (centres undefined)
32. CC(NC(=S)NCc1ccccc1)C12CC3CC(CC(C3)C1)C2 (centres undefined)

compound no.,25,26,27,28,29,30,31,32
Platelet DG rel,-4,-2,7,3,-6,4,3,1
HSF1 activator,u,-2,-12,-4,17,4,-22,-15
DYRK1A inh,-2,-3,-1,4,-2,0,x,1
GSK3beta inhib,-1,-5,-4,2,-1,3,2,-2
GSK3 alpha inh,-1,1,1,-4,-1,2,-1,1
HSP90 inh,-1,2,-1,0,-1,2,4,-5
aSyn 5UTR inh,-4,3,-23,-10,-19,-30,-19,14
KLF5 inh,-10,-18,0,18,-21,-33,6,-3
IEC-6 tox,1,-5,6,1,-3,8,6,-5
HSF1 inhib,16,-9,1,-3,1,-1,0,-3

33. COc1ccc(N2C(=O)C3CCCN3C2c2ccccc2Cl)cc1 (centres undefined)
34. Cc1cc(C)n2nc(-c3cccc(Br)c3)cc2n1
35. CCOC(=O)N1CCC(=NNc2ccnc3cc(Cl)ccc23)CC1
36. O=C(Nc1sc2c(c1C(=O)O)CCCC2)c1ccc(F)cc1
37. Cc1ccc(N=C2C(=O)Nc3ccccc32)c(C)c1
38. Cc1ccc(NC(=O)CN2C(=O)N/C(=C/c3ccc4c(c3)OCCO4)C2=O)cc1
39. COc1ccc(-c2cc([C@H]3[C@@H]4C=CCC[C@@]4(C)C(=O)N3Cc3ccccc3)ccc2F)cc1
40. CC(=O)CN1Cc2ccccc2/C1=N\C(=O)Nc1ccccc1

compound no.,33,34,35,36,37,38,39,40
Platelet DG rel,2,-1,3,-4,2,-5,-2,-1
HSF1 activator,0,29,11,21,-6,-12,16,14
DYRK1A inh,-2,8,2,x,3,-3,1,-2
GSK3beta inhib,1,0,1,7,3,5,-1,0
GSK3 alpha inh,x,-3,1,0,-2,-2,-2,0
HSP90 inh,-1,0,1,-1,-2,8,x,4
aSyn 5UTR inh,-14,-114,-22,-94,11,-12,15,-73
KLF5 inh,-30,-48,-12,-2,-24,1,x,-37
IEC-6 tox,-4,1,3,2,-3,6,x,0
HSF1 inhib,3,11,2,3,0,-4,20,13

41. COc1ccc(C(=O)COC(=O)c2cc(=O)[nH]c3ccccc23)c(OC)c1
42. O=C(NCC1CCCO1)C1CCCN(Cc2cnn(-c3ccccc3)c2-n2cccc2)C1 (centres undefined)
43. Cc1cc(Br)ccc1OCC(=O)NNC(=O)c1ccc(NC(=O)C2CC2)cc1
44. CC(C)N(Cc1ccccc1)C(=S)Nc1ccc(OC(F)F)cc1
45. CCOC(=O)c1c(O)c(Cl)c(C)[nH]c1=O
46. CCOc1cc(CNCc2ccccc2)ccc1OCc1ccc(Cl)cc1
47. CCC1Oc2ccc(C)cc2N(CC(=O)N2CCOCC2)C1=O (centres undefined)
48. COc1ccc(Nc2nc(Cl)c(C=O)s2)cc1

compound no.,41,42,43,44,45,46,47,48
Platelet DG rel,-1,-4,-2,-34,-7,-4,-6,-49
HSF1 activator,49,7,x,-10,9,30,13,2
DYRK1A inh,16,10,-1,-1,-6,1,3,2
GSK3beta inhib,-1,3,1,-1,-1,0,-2,2
GSK3 alpha inh,-3,1,-4,2,-3,0,-2,0
HSP90 inh,x,2,1,-5,2,8,2,3
aSyn 5UTR inh,-131,8,-22,15,-16,-5,-23,-32
KLF5 inh,x,-19,5,-8,-35,-44,-17,-6
IEC-6 tox,x,-7,0,3,-1,4,-1,-6
HSF1 inhib,30,-8,x,-3,-1,-6,4,14

3 entries already listed, arranged by heavy-atom count, ascending.
45. CCOC(=O)c1c(O)c(Cl)c(C)[nH]c1=O
44. CC(C)N(Cc1ccccc1)C(=S)Nc1ccc(OC(F)F)cc1
46. CCOc1cc(CNCc2ccccc2)ccc1OCc1ccc(Cl)cc1

compound no.,45,44,46
Platelet DG rel,-7,-34,-4
HSF1 activator,9,-10,30
DYRK1A inh,-6,-1,1
GSK3beta inhib,-1,-1,0
GSK3 alpha inh,-3,2,0
HSP90 inh,2,-5,8
aSyn 5UTR inh,-16,15,-5
KLF5 inh,-35,-8,-44
IEC-6 tox,-1,3,4
HSF1 inhib,-1,-3,-6

(next part)
49. Cc1cnc(NC(=O)c2ccccn2)s1
50. COc1ccccc1NC(=O)c1ccc(CSc2ncccn2)cc1
51. Cc1cc(N)n2ncc(-c3ccc(F)cc3)c2n1
52. COc1ccc(CCNC(=O)c2nnn(-c3ccccc3OC)c2N)cc1OC
53. O=C(c1ccc(COCC(F)(F)F)o1)N1CCCC1

compound no.,49,50,51,52,53
Platelet DG rel,53*,2,0,2,13
HSF1 activator,-1,30,32,-7,11
DYRK1A inh,-4,x,2,5,-1
GSK3beta inhib,-5,-1,-2,-25,3
GSK3 alpha inh,-1,-3,4,45,0
HSP90 inh,21*,-1,-2,6,3
aSyn 5UTR inh,35,-14,-104,-11,18
KLF5 inh,-99,10,-115,-7,18
IEC-6 tox,9,1,10,0,-4
HSF1 inhib,-6,5,21,2,-4

Source: PubChem BioAssay (several laboratories)
